Exocytosis inh: blocks lytic granule exocytosis | TALL-104 LAMP-1 surface exposure, flow cytometry; cells stimulated with thapsigargin and PMA | inhibition, % at 10 µM | actives 0.66% (n = 360,000) | AID 651702;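 active = inhibition above about 55%, limit read from the data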
MC4R antag cAMP: blocks human MC4R cAMP signaling | P32245 | MC4R-expressing cells, MTII-stimulated cAMP, LANCE TR-FRET | inhibition, % at 6.5 µM | actives 0.48% (n = 360,000) | AID 540295;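 active = inhibition above its plate's cutoff, the mean of tested wells on that plate plus 3 SD, cut at about 29% in these data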;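 note: 0% = Melanotan II alone and 100% = Melanotan II plus saturating MCL0020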
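System: U2OS-MC4R stable cell line; Technique: Eu-cAMP/anti-cAMP TR-FRET, emission 671 nm; Repeats: single well per compound; Also added: Melanotan II; Dosing: one concentration, 6.5 µM nominal; Schedule: 30-min compound, 1-h challenge, 1-h detection, room temperature.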
Cardio protect: modulators protecting cardiomyocytes from myocardial damage; H9c2 cardiomyocytes, H2O2 injury protection, ATPLite, 2 h; protection from H2O2 cell death, % at 20 µM; actives 0.63% (n = 360,000); AID 588492;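 active = compounds giving at least 50% protection of heart cells from peroxide-induced death in the single-dose screen, raw or plate-pattern-corrected value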;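 note: 0% = DMSO wells with peroxide and 100% = DMSO wells without peroxide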
CaV13 FRET inh: Primary screen for inhibitors of IQ motif and Ca2+-dependent inactivation inhibitor domain binding in CACNA1D, Förster resonance energy transfer in living cells, …. HEK cells, CFP/YFP FRET ICDI-IQ, plate reader, 10 min; percent FRET-ratio fall versus neutral wells. inhibition, % at 12.3 µM. actives 0.098% (n = 340,000);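 active = mean replicate inhibition of at least 30% and at least 1% of replicates passing that level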;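 note: 0% = median of the neutral control wells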
m5-HT2A agonist: mouse HTR2A agonism via beta-arrestin recruitment | P35363 | CHO-K1 mHTR2A beta-arrestin complementation, luminescence; percent of 30 µM serotonin response | activation, % at 7.6 µM | actives 0.66% (n = 360,000) | AID 624169;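 active = activation above a run cutoff, the mean activation of all tested compounds plus 3 SD, cut at about 14% in these data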;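 note: 0% = plate median of compound wells and 100% = 30 µM serotonin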
ABHD5-PLIN5 inh: blocks binding of human ABHD5 to perilipin-5; inhibition, % at 4 µM; Q00G26+Q8WTS1; actives 0.78% (n = 360,000); Split G. princeps luciferase complementation, luminescence, 4 h;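 active = inhibition above the mean inhibition across every tested compound plus 3 SD, cut at about 22% in these data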;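 note: 0% = DMSO only wells and the 100% control is not disclosed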
Target sequence (Q00G26 whole entry, looked up): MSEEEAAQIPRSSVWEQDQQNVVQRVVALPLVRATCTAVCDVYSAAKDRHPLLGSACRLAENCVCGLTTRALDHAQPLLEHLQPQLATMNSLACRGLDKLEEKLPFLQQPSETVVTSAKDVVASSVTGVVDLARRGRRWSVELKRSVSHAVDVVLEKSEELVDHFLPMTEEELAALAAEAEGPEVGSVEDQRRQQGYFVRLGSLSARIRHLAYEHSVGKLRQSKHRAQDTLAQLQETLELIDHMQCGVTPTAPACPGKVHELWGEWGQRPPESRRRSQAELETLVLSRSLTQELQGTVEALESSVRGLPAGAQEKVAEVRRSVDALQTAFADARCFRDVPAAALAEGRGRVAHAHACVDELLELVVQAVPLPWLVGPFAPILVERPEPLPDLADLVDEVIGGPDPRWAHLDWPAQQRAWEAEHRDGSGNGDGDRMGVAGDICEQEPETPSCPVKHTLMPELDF
Target sequence (Q8WTS1 whole entry, looked up): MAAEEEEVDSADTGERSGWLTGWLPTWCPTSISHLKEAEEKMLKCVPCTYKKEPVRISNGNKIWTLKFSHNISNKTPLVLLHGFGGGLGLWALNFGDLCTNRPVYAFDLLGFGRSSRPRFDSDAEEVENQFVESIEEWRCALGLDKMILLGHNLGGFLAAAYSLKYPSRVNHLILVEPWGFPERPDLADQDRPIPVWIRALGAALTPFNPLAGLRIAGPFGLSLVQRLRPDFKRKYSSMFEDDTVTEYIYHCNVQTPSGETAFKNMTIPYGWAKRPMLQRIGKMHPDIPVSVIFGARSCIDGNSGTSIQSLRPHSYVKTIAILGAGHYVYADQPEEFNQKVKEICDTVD
N-glyco inh: N-linked glycosylation inhibition; reporter increase, % at 12.5 µM; D54 ERlucT glycosylation luciferase reporter, 24 h; percent of 100 nM tunicamycin response; actives 0.23% (n = 360,000);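 active = mean luciferase reporter signal, scaled so untreated is 0 and the glycosylation-blocking control 100, at or above a set limit in every replicate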;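 note: luciferase carries N-glycosylation sites so blocking glycosylation raises the light; 0% = median of neutral control wells and 100% = median of 100 nM tunicamycin wells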
MC4R barr agon: human MC4R agonism via beta-arrestin | U2OS MC4R beta-arrestin complementation, luminescence; percent of melanotan II response, DMSO zero | AID 540308 | actives 0.98% (n = 360,000) | P32245 | activation, % at 8.9 µM;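 active = activation above a per-plate cutoff, the mean activation of sample wells on that plate plus 3 SD, cut at about 8% in these data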
PDI inh: blocks human protein disulfide isomerase activity. P07237. PDI insulin aggregation turbidity, A650, 90 min. inhibition, % at 10 µM. actives 0.052% (n = 350,000);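 active = mean inhibition across replicates of 30% or more, whatever share of single replicates reach that level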;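 note: absorbance from insulin aggregation driven by PDI reduction with DTT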
ABCB6 inh 2: human ABCB6 transporter inhibition. Q9NP58. K562-ABCB6 porphyrin accumulation, flow cytometry, 1 h; stronger effect = lower value. fluorescence ratio to DMSO, % at 10 µM. actives 0.19% (n = 360,000);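 active = fluorescence ratio to DMSO below 75%, the collection mean minus 3 SD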;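 note: signal is porphyrin accumulated inside mitochondria; 100% equals median channel fluorescence of DMSO control wells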
Starred values were filed as active, the others as inactive; nt = no result given. Random draw from the library; overall some 4.2% were active at least once.

Below each compound – MC4R barr agon	Exocytosis inh	PDI inh	N-glyco inh	CaV13 FRET inh	MC4R antag cAMP	Cardio protect	ABCB6 inh 2	m5-HT2A agonist	ABHD5-PLIN5 inh
CCCc1c(C(=O)N/N=C/c2ccc3c(c2)OCO3)nnn1-c1nonc1N
 : -2.0	1	5	3	-15	-3	-5	94	-2	8
COc1cccc(NC(=O)CN(C)C(=O)CCNC(=O)c2ccccc2Cl)c1
 : -0.1	16	1	1	-3	6	-2	97	3	8
N#CC(C#N)=CC1=C2OC(c3ccccc3)=CC(c3ccccc3)=C2CCC1
 : -1.2	-2	1	-1	nt	17	3	98	1	2
CN(C)CCNC(=S)Nc1cccc(Cl)c1
 : 0.9	13	3	-1	-5	-2	-1	99	-6	-1
O=C1NC(=O)C2(CCCCC2)N1
 : -2.0	0	8	0	-6	2	-1	97	9	4
C[C@]12CCC(=O)C=C1CCC1C2CC[C@@]2(C)C1CCC21OCCO1 (stereo partly specified)
 : -0.3	4	-1	-3	-6	11	-1	98	3	10
O=S(=O)(NCC1CCCO1)c1cccc(S(=O)(=O)N2CCCC2)c1 (stereo unspecified)
 : -1.2	2	-6	0	-5	6	-16	88	-3	1
Cc1nnsc1C(=O)NC(C)C12CC3CC(CC(C3)C1)C2 (stereo unspecified)
 : 0.1	1	4	-1	-8	8	2	100	-2	-9
NC(=O)CNc1ncc(C(F)(F)F)cc1Cl
 : -0.1	-1	7	-1	-4	4	-7	101	-2	2
CN(C)S(=O)(=O)c1ccc(NC(=O)Cn2nc(-c3ccc4c(c3)OCCO4)ccc2=O)cc1
 : -1.1	-4	13	1	-5	1	-5	98	15*	7
O=C(O)c1ccc(N2CCCCS2(=O)=O)cc1
 : 0.1	-2	-8	1	-3	6	-3	95	0	1
Cc1ccccc1CN1CCNC(=O)C1CC(=O)NC1CCCCCCC1 (stereo unspecified)
 : 1.9	-1	3	-1	-6	10	-1	99	2	0
O=C(NC1CCCCC1)N1CCCC(c2nc(-c3cccs3)no2)C1 (stereo unspecified)
 : -1.1	1	-3	-3	-4	0	-7	93	5	4
Cc1ccc(/C=N/NC(=O)c2nnn(-c3nonc3N)c2CNc2ccccc2)cc1
 : -0.8	1	3	2	-3	-4	-1	104	4	3
COc1ccc(NC(=S)N(CCCN2CCCCC2)Cc2cccs2)cc1
 : -2.7	-4	1	-1	-2	8	2	98	-2	4
Cc1ccc(S(=O)(=O)CCc2nnc(NC(=O)c3ccccn3)s2)cc1
 : 0.9	3	-1	8	nt	0	16	97	-1	-1
O=C1C=CC(=Nc2ccc3c(c2)Cc2cc(F)ccc2-3)O1
 : -2.2	-6	-1	-1	-18	23	-3	101	0	29*
CCOP(=O)(C1=C(O)C(=O)C(C(C)(C)C)=CC1=O)c1ccccc1 (stereo unspecified)
 : -1.1	-3	2	0	3	-3	6	93	9	11
O=C(Nc1ccccc1N1CCN(C(=O)c2ccc(Cl)cc2)CC1)c1ccc([N+](=O)[O-])o1
 : -1.7	25	-8	20	nt	22	17	106	6	8
O=[n+]1c2c(n([O-])c3cc(Cl)ccc31)CCCC2
 : -3.7	0	-6	1	-3	2	0	103	-4	-5
CCc1cccc2c(C(=O)COC(=O)/C=C/c3ccccc3OC)c[nH]c12
 : 4.8	3	-6	0	-3	-3	0	94	8	6
CC1Cc2c([nH]c3ccccc23)C2c3ccccc3CN12 (stereo unspecified)
 : 0.3	5	4	2	-5	21	3	119	8	12
O=C(Nc1cccc(O)c1)C(=O)Nc1ccccn1
 : -0.4	-2	-3	-18	-5	8	-9	102	-1	0
COc1ccc2[nH]c(C)c(CCN3C(=O)C4C5C=CC(C5)C4C3=O)c2c1 (stereo unspecified)
 : -1.7	8	nt	1	-3	13	-14	100	3	-6
O=C(NC1CCCN(Cc2ccc(Cl)cc2)C1)c1cccc(N2CCCC2=O)c1 (stereo unspecified)
 : -2.9	-4	-11	-1	-6	6	-3	105	-3	0
Cc1c(Cc2ccc3c(c2)OCO3)sc(NC(=O)C(C)(C)C)c1C#N
 : 2.4	5	nt	1	-3	-10	-12	104	7	11
COc1ccc(N(CC(=O)N2CCCCCC2)S(=O)(=O)c2c(C)[nH]c(=O)[nH]c2=O)cc1
 : -0.5	-6	-3	2	-5	2	4	101	-1	-9
Cc1cc(C)cc(NC(=O)C2CCN(c3nccs3)CC2)c1
 : 1.4	0	-4	1	nt	7	-9	109	1	-10
O=C(CCNC(=O)c1ccc(Br)cc1)NCCCSc1ccccc1
 : -1.4	1	-9	-2	-4	-4	-5	102	-6	-12
COC(=O)[C@]12CCCCC=C1N(CCc1ccc(OC)c(OC)c1)C(=O)[C@H](CC(=O)N1CCN(C(=O)C3CC3)CC1)C2
 : nt	-6	nt	nt	-5	nt	nt	nt	1	3
CC1CCc2cc(F)ccc2N1C(=O)CSc1nnc2c(n1)[nH]c1ccccc12 (stereo unspecified)
 : 1.8	-1	0	-5	0	10	30	90	-4	5
C[C@]12CCC(=O)C=C1C=C[C@@H]1[C@@H]2CC[C@@]2(C)[C@H]1CC[C@@]21CCC(=O)O1
 : 1.3	-12	12	-4	-12	-14	-3	98	7	3
Clc1ccc(-c2cccc3nccn23)cc1
 : -0.4	10	-2	-1	-6	-10	-2	85	0	2
CCOc1ccc(NC(=O)C(C)SC(N)=O)cc1 (stereo unspecified)
 : -1.8	-1	-2	2	-7	4	5	102	1	-20
COC(=O)c1ccc(CNC(=O)C(NC(=O)c2ccco2)C(C)C)cc1 (stereo unspecified)
 : -1.5	7	8	3	-8	16	3	97	1	3
O=S(=O)(c1cccc(Br)c1)N1CCN(S(=O)(=O)c2ccc3c(c2)OCCO3)CC1
 : -1.9	34	-5	0	-5	3	-3	102	-3	4
CCCn1c(=N)c(C(=O)NC2CCCC2)cc2c(=O)n3cccc(C)c3nc21
 : -1.2	2	15	6	27	2	17	102	-1	9
CC(C(=O)N(C)c1ccccc1)N1CCN(C(=O)c2ccccc2)CC1 (stereo unspecified)
 : 1.1	-12	1	1	-20	22	0	94	-1	-4
CCOc1cc(C)c(S(=O)(=O)Nc2ccc3cn[nH]c3c2)cc1C
 : 2.0	1	-4	-1	nt	8	-19	92	4	-11
O=C(COc1ccc2ccc(=O)oc2c1)NCCc1c[nH]c2ccc(F)cc12
 : -1.5	2	-5	-1	-3	5	-6	87	6	4
COCCN(Cc1nc2ccccc2c(=O)[nH]1)C(=O)c1cccc(S(=O)(=O)N2CCCC2)c1
 : -2.1	1	5	4	-5	1	19	102	7	2
Nc1ccccc1Nc1ccc([N+](=O)[O-])cc1[N+](=O)[O-]
 : -0.7	-1	4	1	-4	12	-3	102	-1	6
O=C(CN1C(=O)C(c2ccc(F)cc2)=NC12CCCC2)Nc1ccc(F)cc1
 : 3.3	4	nt	-1	-5	10	-31	89	1	-4
O=C(CCNC(=O)c1ccc([N+](=O)[O-])cc1)Nc1cc(Cl)ccc1N1CCOCC1
 : -3.4	-5	6	5	-7	3	0	94	-6	6
CCCCCOc1ccc(CSCCNC(=S)Nc2ccccc2)cc1
 : -0.5	5	-20	3	-4	8	-17	91	0	-13
Cc1ccc(-c2cc(C(=O)Nc3cc(C)on3)c3ccccc3n2)cc1
 : 4.8	-1	5	3	-3	17	-1	100	-2	4
COc1ccc(C(=O)NCCS(=O)(=O)NCc2cccnc2)cc1
 : -4.4	-3	-2	3	-5	-2	8	96	3	-1
O=C(CSc1nnc(COc2ccc(F)cc2)o1)N1CCCCC1
 : 2.1	-5	-7	1	-3	2	-1	101	2	-1
CCOc1ccc(-n2c(-c3ccco3)nc3c(cnn3-c3ccc(C)cc3)c2=O)cc1
 : -1.8	-5	-2	-5	-1	11	0	91	4	-2
CCN(C(=O)Cn1cnc2c1c(=O)n(C)c(=O)n2C)C1CCCCC1
 : 3.4	5	-1	-2	-2	0	4	96	13	3
COc1ccc2[nH]cc(CCN=C3SCC(=O)N3C)c2c1
 : -2.3	1	-9	2	-5	3	-4	90	18*	-6
CN(C)c1ccc(/C=C/c2ccc3ccccc3[n+]2C)cc1
 : -6.1	6	-3	2	-6	-53	-15	494	-1	29*
Cc1nc(N2CCOCC2)nc(N2CCC(C)CC2)c1[N+](=O)[O-]
 : 1.5	-2	-3	-2	-21	4	2	99	8	2
O=C(Nc1ccc(-c2ccc3nncn3n2)cc1)C1CCCC1
 : -1.6	-14	-4	0	-6	10	-8	99	-2	-4
O=c1onc(-c2ccccc2)n1Cc1ccc([N+](=O)[O-])cc1
 : 0.4	-8	-4	0	4	9	-1	81	0	-2
Cc1ccc(C(C(=O)NC(C)(C)C)N(Cc2cccs2)C(=O)c2csnn2)cc1 (stereo unspecified)
 : -0.2	1	-7	-1	-8	7	5	96	-4	2
Cc1nc2ccccc2nc1OCc1cccc(Cl)c1
 : -2.3	-3	5	0	-5	-4	-5	100	-2	-4
COc1ccc(CN2C(=O)CCC2(C)c2nnnn2Cc2ccccc2)cc1 (stereo unspecified)
 : nt	-4	nt	nt	-10	nt	nt	98	2	5
CCN1CCN(C(=O)N2CCOCC2)CC1
 : 0.1	-2	4	2	1	0	10	96	2	-1
COc1ccnc(Oc2ccc3ccccc3c2)c1C#N
 : 5.9	4	-2	-5	-7	-5	2	100	5	0

Further results:
Below each compound – MC4R barr agon	Exocytosis inh	PDI inh	N-glyco inh	CaV13 FRET inh	MC4R antag cAMP	Cardio protect	ABCB6 inh 2	m5-HT2A agonist	ABHD5-PLIN5 inh
COc1ccc(-c2coc3cc(O[C@@H]4O[C@H](CO)[C@@H](O)[C@H](O)[C@H]4O)ccc3c2=O)cc1
 : -2.6	3	5	-6	-10	-2	-14	90	-3	-14
CCn1ccnc1CN(C)Cc1nc(Cc2cccc(C(F)(F)F)c2)no1
 : -0.3	7	-2	-2	-5	27	1	99	4	2
CC1=C(C(=O)N(C(C)C)C(C)C)CC(CC(=O)NCc2ccco2)C(=O)N1CCC1=CCCCC1 (stereo unspecified)
 : nt	-3	nt	6	-6	nt	2	103	-3	6
C[C@H](CO)N1C[C@H](C)[C@@H](CN(C)C(=O)Nc2ccc(C(F)(F)F)cc2)Oc2c(NS(=O)(=O)c3ccc(F)cc3)cccc2C1=O
 : -1.7	2	1	-2	-5	5	4	101	0	1
O=P(Cc1ccccc1)(Cc1ccccc1)c1ccccc1
 : -1.2	-10	13	4	-6	0	0	96	1	6
COc1cc(CCC(=O)OCC(=O)NC2CCCC(C)C2C)cc(OC)c1OC (stereo unspecified)
 : -1.3	2	4	1	-2	9	9	96	0	0
O=C(O)C1CCC(N2C(=O)c3cccc([N+](=O)[O-])c3C2=O)CC1 (stereo unspecified)
 : 1.6	-12	-6	1	-21	10	1	98	4	-4
CCOC(=O)c1c(NC(=O)Cc2cccs2)sc(C)c1C
 : -0.4	-2	-4	-2	-9	8	-12	100	-4	-7
O=C(CCN1C(=O)/C(=C\c2ccccc2)SC1=S)N1CCOCC1
 : -0.3	-5	2	5	-7	-5	-12	94	-5	-2

Screening results as filed in PubChem.
